AddAB inh: less growth of phage-infected E. coli with AddAB; actives 0.29% (n = 330,000); inhibition, % at 11.9 µM; AID 435030; E. coli expressing H. pylori AddAB, absorbance growth; in the data active = inhibition above about 12%;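 also: 0% = vehicle wells of infected cells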
E coli growth: reduces bacterial viability in AddAB counter-screen | E. coli V3065 growth, OD600 absorbance, 18 h | inhibition, % at 11.9 µM | actives 0.27% (n = 330,000);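 active = inhibition above the campaign's mean inhibition across all tested compounds plus 3 SD, cut at about 9.9% in these data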;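 also: uninfected addAB+ strain grown without phage in ampicillin broth; 0% = DMSO wells and 100% = ciprofloxacin 0.95 µg/ml wells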
PKA-R1A act: activators of PKA-R1A complex | P00514+P68181 | PKA-R1A dissociation, Cy5-IP20 fluorescence polarization; scaled: DMSO 0%, 113 µM cGMP 100% | activation, % at 11.4 µM | actives 0.083% (n = 340,000) | AID 504707;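 active = percent activation above the mean of all tested compounds plus 3 SD, cut at about 19% in these data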;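 also: higher means more PKAc released from R1A so a rise in polarization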
OPRM1-OPRD1 inv: mu-delta opioid heterodimer inverse agonism; cell-based MOR-DOR heterodimer luminescence; AID 504357; inhibition, % at 9.3 µM; actives 0.21% (n = 340,000); P35372+P41143; in the data active = inhibition above about 22%, passing the limit was not always enough;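 also: 0% = cells with DMSO and 100% = wells without cells with DMSO; values of inactives mirror those of a sister screen read the other way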
Tat transport: inhibitors of E. coli Tat protein transport | E. coli MC4100 TorA-mCherry Tat export, fluorescence | inhibition, % at 10 µM | actives 0.036% (n = 340,000) | AID 488895;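 active = mean replicate inhibition at least 50% and at least half of replicates individually reaching 50%; inconclusive = only one of the two criteria met; inactive = neither criterion met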;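 also: exported cargo escapes ClpAP degradation while cytoplasmic cargo is degraded and loses fluorescence; 0% = median of neutral control wells and 100% = median of NaSCN control wells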
phage Ecoli inh: E. coli growth loss with phage present; inhibition, % at 11.9 µM; AID 651602; growth absorbance; actives 0.26% (n = 360,000); in the data active = inhibition above about 11%
SUMO Mot1 rescue: inhibitors of SUMOylation pathway: yeast Mot1-301 growth rescue | S. cerevisiae Mot1-301 growth rescue, ATP luminescence, 38.5C; percent above DMSO median, 100 means doubled | AID 2716 | growth rescue, % at 18.8 µM | actives 1% (n = 320,000);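 active = every valid replicate shows activation above 250% relative to neutral control wells; inactive = the rest, any valid replicate at or below 250%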;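 also: OY570 slx delta 5 strain wells were the positive control but not used for scaling; some compounds called inactive have numbers as strong as hits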
DSG3 Ab inh: inhibitors of pemphigus antibody binding to human desmoglein-3 | DSG3-coupled beads, scFv-anti-DSG3-GFP binding, flow cytometry; stronger effect = lower value | P32926 | binding (percent of control), % at 10 µM | actives 0.48% (n = 310,000);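 active = binding more than 3 SD below its plate's average and above zero; inconclusive = below that plate limit but binding exactly zero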;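 also: hits lower antibody fragment binding to DSG3; some compounds called inactive have numbers as strong as hits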
Target sequence (P32926 whole entry, looked up, the tested form may be a part): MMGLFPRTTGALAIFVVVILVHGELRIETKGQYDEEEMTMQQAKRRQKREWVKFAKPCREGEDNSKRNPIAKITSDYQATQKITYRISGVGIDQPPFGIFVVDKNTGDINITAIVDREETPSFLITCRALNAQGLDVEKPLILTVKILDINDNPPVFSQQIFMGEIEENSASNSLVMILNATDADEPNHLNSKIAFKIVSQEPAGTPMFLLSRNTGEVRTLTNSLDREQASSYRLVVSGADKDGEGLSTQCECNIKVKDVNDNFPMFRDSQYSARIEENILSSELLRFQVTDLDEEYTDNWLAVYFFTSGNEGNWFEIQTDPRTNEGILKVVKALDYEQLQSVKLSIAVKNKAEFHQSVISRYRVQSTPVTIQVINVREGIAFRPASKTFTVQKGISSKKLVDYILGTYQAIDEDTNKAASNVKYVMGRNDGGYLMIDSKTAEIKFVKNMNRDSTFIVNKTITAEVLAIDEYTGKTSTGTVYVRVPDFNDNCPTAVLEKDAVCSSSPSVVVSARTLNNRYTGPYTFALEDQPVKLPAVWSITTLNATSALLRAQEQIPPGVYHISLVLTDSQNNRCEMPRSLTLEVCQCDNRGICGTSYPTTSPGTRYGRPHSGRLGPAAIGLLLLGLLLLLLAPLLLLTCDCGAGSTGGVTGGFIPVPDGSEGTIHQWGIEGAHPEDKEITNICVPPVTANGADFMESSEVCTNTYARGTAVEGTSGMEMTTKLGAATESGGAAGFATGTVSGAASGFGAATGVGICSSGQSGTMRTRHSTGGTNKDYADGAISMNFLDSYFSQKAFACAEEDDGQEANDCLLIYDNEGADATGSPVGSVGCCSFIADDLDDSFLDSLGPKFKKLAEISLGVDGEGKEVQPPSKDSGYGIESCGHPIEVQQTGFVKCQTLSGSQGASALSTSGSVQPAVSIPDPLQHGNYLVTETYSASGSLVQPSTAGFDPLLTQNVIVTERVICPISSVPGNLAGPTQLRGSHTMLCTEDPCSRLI
PfHsp90 set2: inhibits growth of yeast expressing Plasmodium falciparum Hsp90. S. cerevisiae expressing PfHsp90, BacTiter-Glo ATP, 48 h; yeast lacking PDR1 and PDR3 efflux regulators. actives 0.32% (n = 310,000). inhibition, % at 9.4 µM;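 active = every replicate shows inhibition above about 80%, whatever the replicate mean, limit read from the data; inconclusive = mean inhibition reaches the set limit but some replicate falls short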;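 also: 0% = DMSO neutral controls and 100% = 20 µM radicicol positive controls; yeast relying on Plasmodium falciparum Hsp90 in place of its own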
OPRM1-OPRD1 ag: agonists of human mu-delta opioid receptor heterodimerization. P35372+P41143. cells, OPRM1-OPRD1 heterodimerization, luminescence. activation, % at 9.3 µM. actives 0.3% (n = 340,000); in the data active = activation above about 18%;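 also: 0% = vehicle-treated cells and 100% = reference agonist; values of inactives mirror those of a sister screen read the other way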
Arr AP2 block: inhibitors of human beta-arrestin and AP2 interaction | actives 0.31% (n = 340,000) | inhibition, % at 10 µM | FITC-arrestin peptide / GST-AP2 beads, flow cytometry; AP2 beta2 appendage carries R879A mutation;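 active = inhibition above a set limit, near 3 SD of compounds lacking own fluorescence, cut at about 54% in these data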;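 also: plate controls were DMSO wells for no effect and 5 µM unlabelled arrestin peptide for full effect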
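System: GST-AP2 R879A glutathione beads; medium: PBS, Tween 20 0.05%, BSA 0.1%; reagent: fluorescein-tagged arrestin peptide at 50 nM final; schedule: pre-incubation 12 min, peptide binding 1 h, room temperature; detection: flow cytometry, FL1 (488/535 nm); read-out: inhibition as reduced fluorescein signal on beads, percent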
* hit, by the source's call; u = inconclusive; x = no result given.

SMILES	AddAB inh	E coli growth	PKA-R1A act	OPRM1-OPRD1 inv	Tat transport	phage Ecoli inh	SUMO Mot1 rescue	DSG3 Ab inh	PfHsp90 set2	OPRM1-OPRD1 ag	Arr AP2 block
COc1ccccc1N1CCN(C(=O)CCc2nnc3ccc(N4CCC(C)CC4)nn23)CC1	0.3	-0.2	6	5	3	1.6	-8	99	-32	-1.0	-7
CC(C)C(=O)Nc1ccc(NC(=S)NC(=O)c2cc3ccccc3o2)cc1	3.4	2.4	1	-13	-3	3.8	491	92	-23	2.3	-8
CC(C)(C)S(=O)(=O)c1cnc(-c2ccc(Cl)cc2)nc1N	0.4	0.2	3	8	-4	3.1	-6	117	-3	-1.6	9
COc1cccc(OC)c1NC(=O)CN1CCN(C)CC1	-0.9	1.3	8	2	-2	-3.4	-20	113	2	-0.5	3
Cc1ccc(SCC(=O)NCCSC(C)(C)C)cc1	5.7	-1.6	-17	0	5	1.6	2	108	-51	0.0	6
O=C(COC(=O)c1c(F)cccc1Cl)NC(=O)Nc1ccc2c(c1)OCCO2	0.8	-2.8	-13	-1	-1	1.4	-3	93	-27	0.4	-14
COc1ccc(OC)c(-c2cc(C(=O)NCc3ccco3)no2)c1	3.8	-1.0	3	-8	-6	4.2	1	107	x	1.5	12
O=C(NC1CCCCCCC1)c1c(O)c2ccccc2[nH]c1=O	3.6	1.6	4	-14	-12	0.3	-5	99	-1	2.3	8
Nc1cc(=O)[nH]c(SCC(=O)Nc2cc(S(=O)(=O)N3CCOCC3)ccc2Cl)n1	0.3	0.9	-18	-4	-1	3.0	-3	124	x	0.8	4
Cc1ccc(NC(=O)N2CCOCC2)c(C)c1	-0.7	-1.5	-9	4	-4	2.0	218	104	4	-0.8	26
O=C(CNC1CCCCC1)Nc1cc(S(=O)(=O)N2CCOCC2)ccc1Cl	0.9	-0.2	-13	-1	u	0.8	-4	114	x	0.2	-1
CC(C)OP(=O)(c1ccc(N(C)C)cc1)C(O)c1ccc(N(C)C)cc1 (stereo unspecified)	3.2	-0.5	-6	8	-2	1.7	-15	108	-3	-1.7	7
COc1cccc(-c2nc(CS(=O)(=O)CC(=O)NCCc3cc(OC)ccc3OC)c(C)o2)c1	2.9	-0.5	-2	14	1	-1.2	10	102	6	-2.8	43
O=C(Nc1cccc(F)c1)C1CCCN(S(=O)(=O)c2cccc3cccnc23)C1 (stereo unspecified)	4.5	3.4	-4	-1	-10	0.9	2	105	-4	0.2	7
CCn1c(=O)cc(OCC(=O)N(C)C2CCCCC2)c2ccccc21	0.0	-2.5	-2	9	-10	1.2	-12	103	6	-1.8	29
CC(=O)c1c(N2CCCCC2)nc(=S)n(-c2ccccc2)c1C	2.1	0.6	-1	14	-5	1.8	-1	102	2	-2.4	-41
O=C(CC12CC3CC(C1)CC(CC(=O)N1CCCC1)(C3)C2)N1CCCC1	0.5	1.6	1	1	-9	2.5	-1	105	11	-0.2	-1
CCCCNC(=S)NNC(=O)c1sccc1C	0.2	-1.3	-10	2	-2	x	4	95	7	-0.3	4
O=C(C[n+]1ccccc1)N/N=C/c1ccccc1C(F)(F)F	0.3	-3.2	3	8	-9	0.2	2	90	6	-1.4	-10
CCc1ccccc1NC(=O)C1COc2ccccc2O1 (stereo unspecified)	1.2	0.5	8	17	8	2.9	-4	104	7	-3.5	-1
CCC(=O)c1cc(F)c(N2CCN(S(=O)(=O)c3ccc(C)cc3)CC2)cc1C	0.4	-0.2	11	-8	3	2.2	-4	100	-16	1.4	6
COC(=O)c1ccc(C)c(NC(=O)CCc2ccc(OC)cc2)c1	1.5	-0.6	2	13	10	2.3	-8	98	-14	-2.2	20
CCN(CC)c1ncnc2c1nnn2C	x	x	6	13	1	2.5	x	x	-8	-2.7	2
CCN(CC)c1ccc(C=Nc2ccc(C)cc2C)c(O)c1	2.7	0.1	5	-27	-11	-1.9	x	112	14	5.7	24
COc1ccc(S(=O)(=O)NN(C)c2ncc(C(F)(F)F)cc2Cl)cc1	5.7	-0.9	4	-4	-5	3.0	24	95	5	0.8	11
Cc1cc(NC(=O)CN2C(=O)NC(Cc3ccccc3)C2=O)no1 (stereo unspecified)	-0.6	1.8	-14	13	-7	3.2	x	100	-10	-2.2	-35
COc1ccc(C(=O)NNS(=O)(=O)c2ccc(C)cc2)cc1	0.5	0.2	-5	5	1	0.9	-15	94	24	-0.8	2
CCOc1ccc(NC(=O)CN(C)C(=O)c2cc3c(s2)CCC(C)C3)cc1OCC (stereo unspecified)	-1.4	-2.8	-12	6	3	0.2	11	93	x	-1.4	20
COc1ccc(NC(=O)CC2SC(=NCc3ccccc3OC)NC2=O)cc1 (stereo unspecified)	0.6	2.0	5	-8	2	-0.5	-4	104	-15	1.3	7
COc1ccc(C)cc1NC(=O)CNCc1cccs1	0.0	-3.1	-2	0	-2	0.5	-10	140	-54	0.1	9
Cc1cccc(Cn2ncc(Cl)c(Cl)c2=O)c1	1.5	2.1	2	-15	-4	5.3	3	97	-22	2.6	12
Cc1noc(C)c1COC(=O)c1ccccc1NC(=O)c1ccco1	2.7	3.1	-13	3	7	2.6	2	113	x	-0.7	5
CCCCOc1ccc(C(=O)N/C(=C\c2cccc([N+](=O)[O-])c2)C(=O)OC(C)C)cc1	6.3	2.7	-10	-21	2	1.5	4	104	-8	4.7	2
O=C(Nc1ccc(NC(=O)c2ccccc2F)cc1)c1cccs1	1.9	1.1	-1	-5	-7	2.6	6	91	x	1.1	-6
CCCCN1C(=N)N([C@@H](CCC)CN2CCC[C@H]2CN2C(N)=NC[C@H]2C(C)C)C[C@H]1[C@H](C)CC	-1.7	-1.6	-3	18	6	2.4	x	103	-42	-3.8	-15
COc1ccc(CCNC(=O)C2(c3ccccc3)CC2)cc1	-1.9	1.9	0	5	0	0.9	9	99	-6	-0.7	23
COc1ccc(Nc2ncnc3sc(-c4ccccc4)cc23)cc1OC	1.4	0.3	-13	3	-3	-0.2	20	99	8	-0.5	18
Cc1cccc2sc(NNC(=O)c3cc(=O)c4ccccc4o3)nc12	1.0	-5.1	-6	4	7	2.2	-4	105	-33	-0.8	22
COc1ccccc1C1=CC(=O)C[C@H](c2ccc(F)cc2)C1	0.3	-1.7	-1	-12	6	1.5	-8	106	8	2.1	0
Cc1ccccc1NC(=S)N(Cc1ccco1)C(C)c1cccs1 (stereo unspecified)	2.6	2.7	-5	4	1	-1.1	-8	84	14	-0.8	4
COc1ccc(CNC(=O)CC2(CC(=O)O)CCCCC2)cc1	-0.5	1.0	-10	9	12	-0.4	6	104	-6	-1.7	9
Cc1cc(NC(=O)Cn2nc([N+](=O)[O-])c(Br)c2C)no1	2.1	2.5	-3	13	4	3.0	16	98	-7	-2.5	14
CSc1nnc2n(-c3ccc(C)cc3)c(=O)c3c4c(sc3n12)COC(C(C)C)C4 (stereo unspecified)	15*	8.4	10	-6	0	0.8	7	99	-5	1.0	14
Cc1sc2ncn(CC(=O)NCCCC(=O)N3CCC(C)CC3)c(=O)c2c1C	1.1	-2.3	-2	14	11	3.0	9	x	-48	-2.3	-2
CCNC(=O)C1=C(O)c2sccc2N(C)S1(=O)=O	0.8	0.8	9	5	-3	2.9	-5	100	-8	-0.9	8
CC1(C)CC(=O)/C(=C(\O)CCCN2C(=O)c3ccccc3C2=O)C(=NCCO)C1	-0.6	0.5	-15	13	2	-0.3	1	115	x	-2.7	4
Oc1ccc2cc(Br)ccc2c1CN1CCCC1	3.4	1.9	-3	-3	-4	3.1	16	108	7	0.6	4
Cc1cc(NC(=S)Nc2cccc3ccccc23)n[nH]1	4.6	-0.8	-8	6	2	0.9	-7	97	7	-1.2	-26
CC(C)(Oc1ccc(Cl)cc1)C(=O)OCn1nnc2ccccc2c1=O	-2.0	-0.6	-2	-9	12	1.6	-9	104	-19	1.6	-16
CCCCC(CC)CNC(=O)CCS(=O)(=O)c1cccc2nonc12 (stereo unspecified)	-1.4	-1.1	4	-3	-11	2.4	-21	x	-5	0.5	22
O=C(NC1CC1)C1CCN(c2ccc(S(=O)(=O)N3CCOCC3)cc2)CC1	0.0	0.0	-3	5	-5	x	x	97	-10	-0.9	-6
CCCCn1c(N)c(N(CC)C(=O)c2cccc(F)c2)c(=O)[nH]c1=O	7.5	0.8	1	-4	0	-3.7	5	118	-1	0.5	1
CC(=O)c1cc(CN2CCN(CCc3ccccc3)C(CCO)C2)cs1 (stereo unspecified)	1.8	-1.8	-6	-10	0	0.5	10	87	27	2.2	-5
CCCCNC(=O)c1nn2c(C(F)(F)F)cc(-c3ccccc3)nc2c1Br	x	x	-9	17	-6	0.5	120	107	24	-3.6	33
COc1cc(/C=C/C(=O)Nc2cccc(S(=O)(=O)N3CCOCC3)c2)ccc1OCC#N	1.9	-2.3	-4	11	2	-0.5	10	97	17	-2.7	18
CC(C)n1nc(C(=O)Oc2cccc(Cl)c2Cl)c2ccccc2c1=O	1.2	-0.5	15	-4	-1	-1.3	-5	101	14	0.8	-6
O=C(OCc1ccc([N+](=O)[O-])cc1)c1ccc(N2CCCC2)c([N+](=O)[O-])c1	0.7	-0.5	-7	9	2	2.9	-8	94	9	-1.5	-5
COc1cccc(/C=C/C(=O)OCC(=O)c2ccc3c(c2)NC(=O)CO3)c1	0.7	0.5	-9	-22	-2	3.2	0	99	x	5.6	31
CCOc1cc(C=NNC(=O)CCCC(=O)NN=Cc2ccc(O)c(OCC)c2)ccc1O	x	x	1	-4	-7	2.7	x	102	-49	0.8	-8
C=CCn1c(SCC(=O)NNC(=S)Nc2ccccc2)nnc1-c1ccccc1	2.6	-0.2	-7	2	-1	1.2	-2	x	7	-0.5	17
COc1ccccc1-c1cnn2c(NCc3ccccc3)cc(C)nc12	0.1	0.5	-2	0	14	2.5	17	104	-4	-0.1	1
CCOc1ccc(N(CC(=O)N/N=C(\C)c2cccc(NC(C)=O)c2)S(=O)(=O)c2ccccc2)cc1	-2.6	-2.8	13	5	4	1.7	3	98	-7	-1.1	5
CCOC(=O)/C=C1\SCC(=O)N1CC(=O)N1CCOCC1	4.2	-2.1	0	11	10	2.4	-1	107	3	-2.2	37

High-throughput results from PubChem BioAssay.
